# Screening results as filed in PubChem.
# HEK293 tox: cytotoxicity counter-screen for GLP-1 receptor inverse agonists. 0.13% of 410,000 active. HEK293 cAMP-luciferase reporter cells, luminescence, 24 h. AID 624418. Potency, µM (top dose mostly 38.3 µM), for inactives: top-dose activity change, negative = inhibition, hits mostly inhibitors;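 further: loss of luciferase light is scored as toxicity; potency means the concentration at half of the fitted maximal effect; on the % scale 0 is the no-effect control and ±100 the full control effect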
#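 Compound-treated cells are incubated 24 hr at 37 deg C under 5% CO2 after a 12 hour attachment period, then luciferase detection reagent is added and luminescence is measured following 12 min at room temperature; lowered signal indicates toxicity.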
# KB-3-1 cytotox: kills parental KB-3-1 adenocarcinoma cells. KB-3-1 viability, CellTiter-Glo ATP luminescence, 72 h. Potency, µM (doses to about 46.1 µM), for inactives: at the top dose activity change, negative = cytotoxic, actives largely listed as cytotoxic. 1.4% of 400,000 active. AID 1347075; further: potency means the concentration at half of the fitted maximal effect; on the % scale 0 is the no-effect control and ±100 the full control effect; nearly all actives have a fitted effect of over 60% in size
#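 KB-3-1 parental drug-naive adenocarcinoma cells in DMEM/10% FBS, incubated 72 h at 37 C with pin-transferred compounds across a concentration series. Viability by CellTiter-Glo luminescence; concentration-response curves fitted after normalization.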
# HT1080NT lethal: kills 2HG-producing HT-1080-NT fibrosarcoma cells; HT-1080-NT fibrosarcoma viability, CellTiter-Glo ATP luminescence, 48 h; Potency, µM (highest dose often 46.1 µM), for the others: top-dose activity, negative = less viability, actives largely listed as cytotoxic; 1.6% of 360,000 active; AID 686970;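 further: NT is the 2HG producing partner of a matched IDH1 knockdown line; potency means the concentration at half of the fitted maximal effect; 0% = DMSO-treated cells and -100% = media-only wells without cells; nearly all actives have a fitted effect of over 55% in size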
#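 HT-1080-NT fibrosarcoma cells (2HG-overproducing), 750 cells/well in RPMI with 5% FBS, dosed after 2 h and incubated 48 h at 37C. CellTiter-Glo luminescence normalized to DMSO and no-cell wells; concentration-response curves fitted and classed.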
# SW480 rerep: inducers of DNA re-replication in SW480 colon cancer cells | AID 624297 | SW480 DNA re-replication, Hoechst DNA content imaging, 48 h | Potency, µM (titrated, usually from 46.1 µM), for inactives: top-dose re-replication activation, most hits filed as activators | 1.8% of 340,000 active; further: potency means the concentration at half of the fitted maximal effect; % of control where 0% means no effect; nearly all actives have a fitted effect of over 55% in size
#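 Cells (250 per well) received 23 nL compound or DMSO by pin tool and were kept 48 hr at 37 C, 5% CO2. Nuclei were then stained with Hoechst for 40 min and scanned for DNA content.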
# IL-1B inflam inh: blocks inflammasome-driven IL-1 beta release; 4.7% of 360,000 active; THP-1 LPS/ATP IL-1B secretion, AlphaLISA, 16 h; stronger effect = lower value; activity change, % at 57.5 µM; in the data active means activity change below about -50%; inconclusive means mostly about -30% to -49%; further: on the % scale 0 is the no-effect control and ±100 the full control effect
#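 Secreted IL-1B measured by AlphaLISA bead assay after 16 h compound exposure of THP-1 cells; compounds (final up to 57.5 uM) added 1 h before LPS (250 ng/mL) and ATP (1.25 mM) stimulation; lower signal means less secretion.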
# D3 ag: D3 dopamine receptor (human) agonism | 0.58% of 410,000 active | D3R DiscoveRx beta-arrestin cells, luminescence, 90 min | P35462 | max activation, % | AID 652048; in the data active means max activation above about 30%; further: 0% is about no effect; mostly tested at two doses, the higher about 12 µM
# Target sequence (P35462 whole entry, looked up): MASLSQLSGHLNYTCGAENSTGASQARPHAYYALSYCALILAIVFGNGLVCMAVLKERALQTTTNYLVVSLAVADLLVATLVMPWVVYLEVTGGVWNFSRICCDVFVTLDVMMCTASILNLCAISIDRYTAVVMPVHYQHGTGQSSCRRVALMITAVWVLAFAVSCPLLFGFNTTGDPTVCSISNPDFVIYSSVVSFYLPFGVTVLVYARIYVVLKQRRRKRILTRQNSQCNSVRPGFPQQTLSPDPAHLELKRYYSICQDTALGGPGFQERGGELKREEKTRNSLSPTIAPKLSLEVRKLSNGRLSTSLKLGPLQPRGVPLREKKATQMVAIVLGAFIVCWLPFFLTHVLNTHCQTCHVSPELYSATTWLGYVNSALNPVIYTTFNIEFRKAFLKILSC
#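 Cells at 1500/well, incubated overnight, then treated with pinned compounds (dopamine as control) for 90 min at 37 degrees C. DiscoveRx reagent added for 30 - 60 minutes at room temperature; luminescence read.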
# MCF10A rereplic: induces DNA re-replication in MCF 10a normal breast cells. MCF 10A DNA re-replication, Hoechst nuclear intensity, 48 h. Potency, µM (titrated, usually from 46.1 µM), without a hit: at the top dose activity, positive = re-replication, most hits filed as activators. 2.9% of 350,000 active. AID 624296; further: potency means the concentration at half of the fitted maximal effect; % of control where 0% means no effect; nearly all actives have a fitted effect of over 50% in size
# HT1080 IDH1KD tx: HT-1080 IDH1 knockdown cell toxicity (counter line) | HT-1080 IDH1 knockdown viability, ATP luminescence, 48 h | Potency, µM (series often up to 46.1 µM), for inactives: at the top dose activity, negative = toxicity, hits mostly cytotoxic | 2% of 360,000 active | AID 686971;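 further: potency means the concentration at half of the fitted maximal effect; 0% = DMSO wells and -100% = cell-free medium wells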
#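 HT-1080-IDH1KD cells (IDH1 knocked down), 750/well in RPMI with 5% FBS, treated with compound 48 h at 37 degrees C. Viability by CellTiter-Glo luminescence, normalised to DMSO and no-cell wells; concentration-response curves classed.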
# KB-V1 MDR tox: kills drug-selected multidrug resistant KB-V1 cells. 3.4% of 400,000 active. Potency, µM (top dose mostly 46.1 µM), for the others: at the highest dose activity change, negative = cytotoxicity, usual class: cytotoxic. KB-V1 MDR cells viability, CellTiter-Glo, 72 h. AID 1347076; further: potency means the concentration at half of the fitted maximal effect; on the % scale 0 is the no-effect control and ±100 the full control effect; nearly all actives have a fitted effect of over 60% in size
#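 Cytotoxicity via CellTiter-Glo luminescence after 72 h compound exposure at 37 degrees C. Cells: drug-selected KB-V1 line, DMEM phenol-red free plus 10% FBS. Compounds tested at multiple concentrations; normalized data fitted to concentration-effect curves.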
# The depositor's hits bear a star; ? = inconclusive; · = no result given; & = joins results of further samples; [ ] = remark or other dose. Unless noted, the call rests on the fitted dose curve; in most records, active means well fitted curve in the direction sought with a large enough effect; inconclusive means small, poorly fitted or top-dose-only effect, or another doubt; inactive means no such curve, though single readings can be large; an effect the other way counts as inactive or inconclusive.
SMILES,HEK293 tox,KB-3-1 cytotox,HT1080NT lethal,SW480 rerep,IL-1B inflam inh,D3 ag,MCF10A rereplic,HT1080 IDH1KD tx,KB-V1 MDR tox
COc1ccc(CN(C(=O)c2cccs2)c2ccccc2)cc1,2.1%,?,-4.7%,-3.5%,?,-16.0,?,-1.9%,?
COc1ccc(CNC(=O)CN2C(=O)CCSc3ccc(S(=O)(=O)N4CCCC4)cc32)cc1,-13.1%,7.6%,0.1%,-10.8%,-16.2,0.3,2.1%,7.4%,-0.7%
COc1cc(C2C(C(C)=O)=C(O)C(=O)N2CCN2CCOCC2)ccc1O (configuration not stated),6.5%,11.5%,11.2%,-0.8%,1.0,8.1,-1.2%,13.2%,17.0%
CCc1ccc(NC(=O)CSc2nnc(-c3cnccn3)n2C)cc1,-18.0%,16.0%,1.6%,8.1%,9.8,0.3,2.6%,0.0%,-0.3%
Cc1ccc(/C=N/NC(=O)Cc2ccc(Cl)cc2)c(O)c1,?,?,?,7.31µM*,65.5,1.5,14.5%,18.4µM*,7.31µM*
COc1ccc(S(=O)(=O)N2CCC(C(=O)Nc3nnc(CCN4CCCCC4)s3)CC2)cc1,-20.1%,3.1%,-14.9%,-6.5%,11.5,-11.7,-0.7%,-16.9%,0.6%
CCn1c(SCC(=O)Nc2ccccc2OC)nnc1-c1cnccn1,?,?,-7.2%,1.3%,-17.7,-5.2,10.6%,-14.9%,?
CCN(CC1CCCO1)C(=O)C1CCN(C2CCN(Cc3ccccc3C)CC2)CC1 (configuration not stated),-13.0%,·,-4.5%,0.2%,9.7,-16.2,16.9%,-10.0%,·
CCOC(=O)N1CCc2c(sc3c2c(=O)n(Cc2ccccc2)c(=O)n3CC(=O)NCC2CCCO2)C1 (configuration not stated),-14.0%,29.9%,19.3%,-7.4%,0.0,-6.0,-0.3%,8.5%,-6.3%
COCCCNC(=O)C(=O)Nc1cc2c3c(c1)CCN3C(=O)CC2,7.1%,3.4%,10.0%,1.5%,17.1,0.7,-2.5%,7.4%,4.5%
Cc1cccc(NC(=O)Nc2nnc(N3CCCC3)s2)c1,-3.5%,20.3%,·,·,·,-6.6,·,·,12.1%
CCOc1ccc(/C=N/OC(C)C(=O)NCc2ccc3c(c2)OCO3)cc1 (configuration not stated),-6.7%,1.9%,-2.3%,?,-4.4,-1.5,-1.6%,-8.8%,16.7%

# Brought forward from above: 2 compounds, then new ones.
SMILES,HEK293 tox,KB-3-1 cytotox,HT1080NT lethal,SW480 rerep,IL-1B inflam inh,D3 ag,MCF10A rereplic,HT1080 IDH1KD tx,KB-V1 MDR tox
Cc1cccc(NC(=O)Nc2nnc(N3CCCC3)s2)c1,-3.5%,20.3%,·,·,·,-6.6,·,·,12.1%
CCOc1ccc(/C=N/OC(C)C(=O)NCc2ccc3c(c2)OCO3)cc1 (configuration not stated),-6.7%,1.9%,-2.3%,?,-4.4,-1.5,-1.6%,-8.8%,16.7%
Cc1ccccc1S(=O)(=O)NC(=O)C1(C)CCN1C(=O)C/C=C/c1ccccc1 (configuration not stated),-1.0%,0.0%,19.7%,·,10.0,-0.5,·,0.8%,3.1%
CCN1C(=O)/C(=C/c2c(C)nn(C)c2C)SC1=S,-12.9%,-1.9%,9.2%,0.4%,-4.4,-2.6,-4.9%,1.6%,-13.1%
COc1ccc(C(=O)NC(=S)Nc2nc(C)c(C(=O)N(C)C)s2)cc1,-7.5%,-14.4%,5.9%[9.24 µM],1.1%,-2.0,-18.5,4.1%,-15.1%,0.0%
Cc1ccc(S(=O)(=O)c2cnc3cc(C)nn3c2N)cc1,17.7%,-7.6%,1.6%,1.7%,5.1,1.1,-0.4%,0.0%,2.8%
O=C(CCn1cnc2onc(-c3ccc(F)cc3)c2c1=O)N1CCN(c2cccc(Cl)c2)CC1,0.3%,13.1%,·,·,·,-0.7,·,·,0.7%
C=CCOc1nc2c(c(=O)n(Cc3ccc(Cl)cc3)c(=O)n2C)n1C,6.5%,7.5%,13.8%,-3.1%[9.22 µM],-10.7,-0.6,3.5%,6.4%,-5.0%
Cc1ccc(OC(=O)c2cc(-c3ccccc3)nc3ccc(C)cc23)cc1,-1.3%,8.6%,·,·,·,3.8,·,·,0.0%
NC(=O)CC(NC(=O)c1ccccc1)c1ccc(NCCc2ccc(Cl)cc2)c([N+](=O)[O-])c1 (configuration not stated),-21.9%,-1.8%,?,-12.5%[9.22 µM],-11.0,-25.9,-7.9%,-26.4%,-3.2%
COCCn1c(CNc2ccc(F)cc2)nnc1SCC(=O)Nc1ccc(OC)cc1OC,?,2.9%,1.0%,-0.4%,-9.3,0.5,1.0%,0.0%,-18.7%
CC(C)C[C@@H](CO)N1CCN(Cc2cccc(C#N)c2)CCC1=O,-6.0%,0.5%&0.3%,13.8%,-4.8%,-0.9,1.7,-21.2%,12.8%,-0.3%&-7.8%
COCCn1cc(C(=O)N2CCN(C)CC2)c2c3ccccc3n(C)c2c1=O,0.5%,5.0%,6.5%,4.2%,-10.8,-18.2,2.6%,-0.1%,13.6%
CCn1c(SCC(=O)Nc2ccccc2)nc2ccccc2c1=O,4.7%,-10.4%,-14.3%,5.0%,-12.1,1.1,?,-15.0%,-17.8%
CCOC(=O)c1ccc(Nc2c(-c3cccc(O)c3)nc3nc[nH]n23)cc1,1.1%,-6.5%,·,·,·,1.7,·,·,-9.1%
CCOc1ccc(CCNC(=O)Cn2nnc(-c3ccc(OC)c(OC)c3)n2)cc1OCC,0.1%,4.6%,·,·,·,3.9,·,·,1.6%
Clc1ncccc1OCc1ccccc1,4.5%,2.1%,14.9%,-2.4%,9.4,-11.3,-2.5%,9.5%,-5.4%
CCCCNC(=O)CCC(=O)Nc1ccc2nc(N3CCN(C)CC3)cc(C)c2c1,26.7%,-0.8%,-3.1%,16.8%,22.2,4.5,-2.1%,0.0%,-3.7%
COCCOC(=O)C1=C(C)NC2=C(C(=O)CC(C)(C)C2)C1c1ccc(N(C)C)cc1 (configuration not stated),-28.3%,1.4%,-11.6%,3.7%,-6.4,2.3,?,16.3%,-15.6%
COc1cc(OC)cc(C(=O)N2CCN(C(=O)COc3ccccc3)CC2)c1,2.1%,9.4%,·,·,·,4.0,·,·,-24.9%
CC1Cn2c(COc3ccccc3)nnc2S1 (configuration not stated),3.2%,8.9%,3.8%,-4.0%,1.5,5.8,10.8%,8.6%,5.1%
O=C(Nc1ccccc1C(=O)O)c1cccc(NC(=O)c2ccc(Br)o2)c1,-14.5%,-2.1%,-5.7%,-9.0%,-5.7,-4.9,0.6%,-3.0%,0.4%
CC(C)(C)C1CCC(=NNC(=O)C(=O)NCc2cccnc2)CC1 (configuration not stated),-2.3%,0.9%,1.1%,-5.0%,2.8,7.6,-1.0%,10.4%,?
CCn1cc(S(=O)(=O)NCCc2ccccc2OC)cn1,-0.7%,1.4%,-0.7%,7.7%,-1.8,-3.2,-13.9%,-2.8%,7.6%
O=C(c1ccccc1F)N1CCN(c2ccccn2)CC1,10.6%,10.9%,3.5%,219.0%,-7.6,1.4,-11.7%,21.0%,?
Cc1ccc2cccc(NC(=S)NC(=O)c3c(Br)cnn3C)c2n1,?,3.8%,-20.7%,0.2%,12.6,-5.7,?,-17.7%,-23.5%
CCOC(=O)CSc1n[nH]c(NS(=O)(=O)c2ccccc2C(F)(F)F)n1,1.5%,-8.3%,-2.7%,15.7%,-77.2*,-8.3,-2.1%,1.9%,-18.9%
N#Cc1nc(Cc2cccc3ccccc23)oc1NCc1ccc2c(c1)OCO2,0.9%,-6.1%,?,-4.5%,-53.4*,6.2,?,?,?
Cc1nnc(NC(=O)c2ccccc2C(=O)O)s1,5.6%,9.0%,11.1%,-1.2%,-1.9,1.4,1.5%,7.6%,-1.2%
O=C(O)c1cncc(SCc2ccccc2)n1,-1.7%,14.2%,4.6%,-2.2%,10.9,3.0,-3.6%,13.3%,20.9%
O=C(NCCc1ccc(F)cc1)c1ccc2nccnc2c1,-15.5%,0.4%,4.8%,-5.7%,-6.1,2.5,1.9%,0.0%,?
CCOc1ccccc1NS(=O)(=O)c1c(C)[nH]c(C)c1C(=O)N1CCCCC1,-3.7%,15.8%,2.3%,0.0%,19.5,1.6,-2.2%,9.5%,-13.5%
CN(C)S(=O)(=O)c1ccc(NC(=O)CCCNC(=O)c2ccc(Cl)cc2)cc1,1.1%,1.2%,-4.4%,-40.0%[inhibitor],10.8,-0.5,13.3%,-1.3%,32.5%
CCCOc1ccc(C(=O)Nc2cccc(-c3nc4ccccc4[nH]3)c2)cc1,-34.9%,?,·,·,·,-1.7,·,·,20.6µM*
CCc1nnc(NC(=O)CCC(=O)NCc2ccccc2Cl)s1,-9.3%,7.9%,7.4%,3.3%,17.4,-7.1,1.2%,16.6%,-7.0%
O=C1CCC/C(=N/NC(=O)c2sc3ccccc3c2Cl)C1,53.3%[activator],-3.1%,1.3%,?,70.8,2.8,18.4%,-5.4%,8.4%
COc1ccc(C2(C)NC(=O)N(CC(=O)Nc3ccc4c(c3)OCO4)C2=O)cc1OC (configuration not stated),8.9%,-3.7%,0.0%,-2.1%[9.22 µM],-23.2,-3.4,1.4%,8.4%,-0.3%
COc1ccc(N2CCN(CC(O)COc3ccc(C(C)C)c(C)c3)CC2)cc1 (configuration not stated),?,?,·,·,·,-8.0,·,·,?
Cc1ccc(OCC(=O)OCc2cc(=O)n3c(C)csc3n2)cc1,2.1%,-1.0%,·,·,·,0.9,·,·,3.3%
Cc1ccc(NC(=O)Nc2ccc3c(c2)N(C)C(=O)CS3)nc1,2.6%,?,-24.6%,-1.1%,-8.4,16.9,4.3%,?,-5.3%
O=C(Nc1sc2c(c1C(=O)NCc1cccnc1)CCCC2)c1cc(=O)c2ccccc2o1,4.4%,0.7%,·,·,·,7.5,·,·,18.7%
